# Assay outcomes: PubChem, several laboratories
# CHRM5 antagonist – human M5 muscarinic receptor antagonists, primary screen, CHO cells, Fluo-8 calcium fluorescence; Muscarinic acetylcholine receptor M5 (Homo sapiens), P08912; CHO-hM5 cells, ACh EC80; inhibition, % at 3 µM; hit rate 0.59% among 360,000; AID 624040, 2012;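 active means inhibition above a per-plate cutoff, the mean of that plate's test compounds plus 3 SD, cut at about 27% in these data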;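 further: 0% = acetylcholine EC80 with DMSO and 100% = DMSO without agonist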
# Target sequence (P08912 whole entry, looked up): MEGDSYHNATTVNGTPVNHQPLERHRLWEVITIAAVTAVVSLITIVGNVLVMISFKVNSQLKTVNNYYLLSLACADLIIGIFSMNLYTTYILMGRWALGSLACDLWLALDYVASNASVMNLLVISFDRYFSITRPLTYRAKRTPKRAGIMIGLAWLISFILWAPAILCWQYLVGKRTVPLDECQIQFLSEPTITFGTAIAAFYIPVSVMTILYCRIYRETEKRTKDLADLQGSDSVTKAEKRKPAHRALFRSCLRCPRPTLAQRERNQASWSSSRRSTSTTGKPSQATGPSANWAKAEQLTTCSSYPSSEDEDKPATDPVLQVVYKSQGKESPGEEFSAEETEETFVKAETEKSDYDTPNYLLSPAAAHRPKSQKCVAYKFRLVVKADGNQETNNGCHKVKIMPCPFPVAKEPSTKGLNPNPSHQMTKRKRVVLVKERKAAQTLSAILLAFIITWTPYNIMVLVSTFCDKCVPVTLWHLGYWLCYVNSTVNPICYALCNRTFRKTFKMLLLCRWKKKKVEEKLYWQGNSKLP
# CHO-K1 Ca PAM – nonselective calcium activators in parental CHO-K1 cells, primary screen, counter-screen for M1 PAM project, cell-based, Fluo-8 calcium fluorescence, full deck, 1536-well; ATP EC20; 0% at ATP EC20, 100% at ATP max; activation, % at 3 µM; hit rate 0.02% among 360,000;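 active means activation above the run cutoff, the mean activation of all test compounds plus 3 SD, cut at about 40% in these data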;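 further: peak over basal fluorescence ratio in a 140 s read after ATP addition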
# TAAR1 ag – human TAAR1 agonists, primary screen, Fluo-8 calcium fluorescence, CHO RD-HGA16 cells. Trace amine-associated receptor 1 (Homo sapiens), Q96RJ0. vehicle wells 0%, saturating PEA agonist 100%. activation, % at 3 µM. hit rate 0.99% among 360,000;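 active means activation above the mean activation of all test compounds in the run plus 3 SD, cut at about 38% in these data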
#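 test system = CHO RD-HGA16 cells carrying human TAAR1 plus Gα16 | schedule = 17-24 h seeding, 75 min 37 °C dye, 30 min RT | compound dosing = 3 µM single concentration | control set = DMSO and PEA EC100 | replicates = n 1 | signal = Fluo-8 fluorescence, 5 s baseline then 140 s kinetic read | measure = percent activation vs PEA EC100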
# CRFBP-R2 block – antagonists of CRF-BP/CRF-R2 complex, primary screen, cell-based, HEK293, calcium dye fluorescence, uHTS; CRF-induced calcium fluorescence; inhibition, % at 11.8 µM; hit rate 0.59% among 350,000;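 active means inhibition of the ligand-induced calcium signal above about 50% at the single tested concentration, limit read from the data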
# TAAR1 antagonist – human TAAR1 antagonists, primary screen, Fluo-8 calcium fluorescence, CHO RD-HGA16 cells. antagonist. inhibition, % at 3 µM. hit rate 1.5% among 360,000. AID 624466, 2012;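 active means inhibition above a per-plate cutoff, the mean inhibition of test compounds on that plate plus 3 SD, cut at about 49% in these data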;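 further: 0% = DMSO plus EC80 beta-PEA response and 100% = DMSO alone without agonist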
#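 Test system: hTAAR1-expressing CHO RD-HGA16 cells, Gα16-coupled; Probe or stimulus: EC80 β-phenethylamine stimulus; Compound dosing: single nominal final test compound concentration of 3 µM; Timing: 140 s kinetic read after compound, 140 s after agonist; Signal: Fluo-8 calcium-sensitive fluorescence; Measure: % inhibition of agonist calcium response; Controls: DMSO and EC80 PEA controls.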
# M5 PAM – human M5 muscarinic receptor positive allosteric modulators, primary screen, CHO-K1 cells, Fluo-8 calcium fluorescence | Muscarinic acetylcholine receptor M5 (Homo sapiens), P08912 | CHO-K1 hM5, ACh EC20 PAM; 0% = ACh EC20, 100% = ACh EC100 | activation, % at 3 µM | hit rate 0.3% among 360,000;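 active means activation above the run cutoff, the mean activation of all test compounds plus 3 SD, cut at about 18% in these data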
#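 Replicates: One well per compound, no replicates | System: Human M5 receptor in CHO-K1 cells | Benchmarks: Low control EC20 acetylcholine (0%), high control EC100 acetylcholine (100%) | Probe or stimulus: Acetylcholine, EC20 level | Times: Fluo-8 loading 80 min at 37 °C plus 30 min room temperature | Signal: Intracellular calcium via Fluo-8 fluorescence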
# CRFR2-BP ag – agonists of CRF-BP/CRF-R2 complex, primary screen, cell-based, HEK293, calcium dye fluorescence, uHTS. calcium dye fluorescence (FLIPR); percent of saturating CRF peptide response. activation, % at 13.2 µM. hit rate 0.46% among 350,000;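 active means activation of at least 50%, plus an integration ratio under a set limit after plate pattern correction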;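 further: plate controls were neutral control wells without compound for no effect and CRF at EC100 for full effect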
# M5 ag – human M5 muscarinic receptor agonists, primary screen, CHO-K1 cells, Fluo-8 calcium fluorescence; AID 624037, 2012; Muscarinic acetylcholine receptor M5 (Homo sapiens), P08912; CHO-K1 hM5 cells; 0% DMSO wells, 100% maximal acetylcholine response; activation, % at 3 µM; hit rate 0.19% among 360,000;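 active means activation above the run's mean over test compounds plus 3 SD, cut at about 23% in these data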;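 further: signal is peak over basal fluorescence ratio across the kinetic read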
# M4 PAM – human M4 muscarinic receptor positive allosteric modulators, primary screen, CHO-K1 cells, Fluo-8 calcium fluorescence | Muscarinic acetylcholine receptor M4 (Homo sapiens), P08173 | CHO-K1 hM4/Gqi5, ACh EC20; 0% = ACh EC20, 100% = maximal ACh | activation, % at 3 µM | hit rate 0.4% among 360,000 | AID 624126, 2012;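 active means activation above its plate's cutoff, the mean activation of sample wells plus 3 SD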; further: some results filed as inactive read as strong as hits
# Target sequence (P08173 whole entry, looked up): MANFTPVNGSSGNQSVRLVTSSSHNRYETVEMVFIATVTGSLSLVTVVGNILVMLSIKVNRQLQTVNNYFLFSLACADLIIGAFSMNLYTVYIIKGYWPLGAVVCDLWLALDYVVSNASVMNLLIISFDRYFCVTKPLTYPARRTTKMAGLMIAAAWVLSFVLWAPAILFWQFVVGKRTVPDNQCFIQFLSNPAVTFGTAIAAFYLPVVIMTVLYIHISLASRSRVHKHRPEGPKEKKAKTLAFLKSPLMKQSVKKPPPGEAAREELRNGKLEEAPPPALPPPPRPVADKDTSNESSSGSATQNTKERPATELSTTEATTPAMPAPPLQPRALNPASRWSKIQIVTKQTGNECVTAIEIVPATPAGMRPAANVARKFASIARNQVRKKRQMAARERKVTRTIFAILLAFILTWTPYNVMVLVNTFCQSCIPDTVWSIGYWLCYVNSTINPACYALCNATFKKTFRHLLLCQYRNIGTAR
# Active calls of the source: *; . = not tested or not shown.
# Values run as follows: CHRM5 antagonist	CHO-K1 Ca PAM	TAAR1 ag	CRFBP-R2 block	TAAR1 antagonist	M5 PAM	CRFR2-BP ag	M5 ag	M4 PAM
COCCN(C(=O)COC(=O)C1CCCCC1)c1c(N)n(Cc2ccccc2)c(=O)[nH]c1=O
→ 5	7	1	-9	-9	3	-1.6	1	5
CC(NC(=O)c1ccccc1Cl)c1nnc(SCC(=O)Nc2ccc(C(=O)O)cc2)n1C (stereo unspecified)
→ 3	10	8	4	0	-3	-0.6	-4	3
CCC(C)(C)NS(=O)(=O)c1cc(CN2C(=O)c3cccnc3C2=O)ccc1OC
→ -7	9	4	-4	-10	6	2.2	-2	7
CCOC(=O)C1CN(Cc2ccccc2)C(=O)C1=O (stereo unspecified)
→ 21	6	1	14	-2	6	1.3	2	1
N#CC1=C(N)SC(N)=C(C#N)C1c1c(Cl)cccc1Cl
→ 15	9	16	9	-4	2	16	2	10
Cc1ccccc1OCc1nc2ccccc2c(=O)n1/N=C/c1c[nH]c2ccccc12
→ 4	20	5	-12	30	-4	6.6	-3	-1
COc1ccc(C(=O)OCC(=O)NCC2CCCO2)cc1[N+](=O)[O-] (stereo unspecified)
→ -1	-7	-1	-6	10	4	0.2	0	2
CN(c1ccc(OCC(=O)N2CCCCC2)cc1)S(=O)(=O)c1cccs1
→ -2	13	2	1	9	-3	-0.9	3	4
O=C(O)C(NC(=O)C1CCCN1C(=O)OCc1ccccc1)c1ccccc1 (stereo unspecified)
→ -3	-7	10	5	-6	2	-0.2	-4	-2
C(=C\c1ccccc1)/CSc1nnc(-c2ccccc2)n1Cc1ccco1
→ -2	12	-3	62*	5	-2	-4.4	-1	-4
Cc1ccc(-c2cc3nc(-c4ccccc4)cc(N4CCOCC4)n3n2)cc1
→ -2	-10	7	-23	-8	6	1.1	0	4
C=CCNC(=O)c1onc(CSc2ccc(F)c(F)c2)c1C(=O)O
→ 17	7	14	4	6	-2	-1.1	2	7
Cn1ccc(C(=O)OCC(=O)Nc2cccc3ccccc23)n1
→ -4	-15	3	5	-11	3	2.4	1	4
COC(=O)c1ccccc1NC(=O)CSc1nncn1-c1cccnc1
→ 9	6	2	-13	-3	1	-0.4	-1	6
Cc1ccc(S(=O)(=O)N2CCN(C(=O)CSc3nc4ccccc4c(=O)[nH]3)CC2)c(C)c1
→ 2	10	6	-4	20	-13	-0.1	-9	-6
Cc1ccc(S(=O)(=O)Nc2cccc(C(=O)NCC3(N4CCCCC4)CCCCC3)c2)cc1F
→ 1	5	1	-7	-10	3	0.6	-6	-9
CNC(=O)c1c(NC(=O)c2ccco2)sc2c1CCCC2
→ 0	0	-2	0	-15	-4	-0.4	0	-3
CCCCCC[n+]1c(-c2ccccc2)csc1Nc1ccccc1
→ -9	25	1	30	-25	3	-1.6	-1	-3
CCN1C(=O)/C(=C\c2ccc(F)cc2)N=C1SCC(=O)NCc1ccco1
→ 5	7	-1	-2	-9	5	-0.4	1	19
O=C(Cc1ccc(-c2ccccc2)cc1)NNC(=S)NCc1ccco1
→ 3	-12	4	4	26	-10	-0.6	1	5

# Record cards, as listed above. Screens in order: CHRM5 antagonist	CHO-K1 Ca PAM	TAAR1 ag	CRFBP-R2 block	TAAR1 antagonist	M5 PAM	CRFR2-BP ag	M5 ag	M4 PAM
# C=CCNC(=O)c1onc(CSc2ccc(F)c(F)c2)c1C(=O)O in the list: 17	7	14	4	6	-2	-1.1	2	7
# O=C(Cc1ccc(-c2ccccc2)cc1)NNC(=S)NCc1ccco1 in the list: 3	-12	4	4	26	-10	-0.6	1	5

# Going on with the list:
# Values run as follows: CHRM5 antagonist	CHO-K1 Ca PAM	TAAR1 ag	CRFBP-R2 block	TAAR1 antagonist	M5 PAM	CRFR2-BP ag	M5 ag	M4 PAM
O=C1c2cc(Br)ccc2N(Cc2ccc(Br)cc2)S(=O)(=O)C1c1cc(Cl)c(Cl)cc1[N+](=O)[O-] (stereo unspecified)
→ 11	21	.	30	.	-4	-1.2	-3	-2
COC(=O)COc1ccc(S(=O)(=O)Nc2ccc3c(c2)OCO3)cc1
→ 1	6	9	-14	-10	-3	-1.1	12	1
Cc1cc2oc(=O)c3c(c2cc1OCc1nn[nH]n1)CCCC3
→ 0	12	12	-7	-9	1	-1.4	1	7
COC(=O)c1ccccc1S(=O)(=O)NC(=O)c1ccccc1
→ -8	18	2	-6	-20	-2	2.9	-1	4
Cc1cc(C)c(C)c(S(=O)(=O)NCc2ccc(C(=O)N3CCCCC3)cc2)c1C
→ 2	-1	3	9	6	-3	0.7	-3	-5
CCOc1cc(/C=C2/SC(=S)N(Cc3ccccc3)C2=O)ccc1O
→ 26	7	12	-16	10	-1	3.6	42*	-6
CN(C)c1ccc(C2CNC(c3ccc(Cl)c([N+](=O)[O-])c3)c3[nH]c4ccccc4c32)cc1 (stereo unspecified)
→ 5	7	-2	3	-16	-8	1.9	1	-24
CCCC(=O)c1cc(F)c(N2CCN(CCC#N)CC2)cc1C
→ -4	8	1	7	0	8	-1.8	3	4
CC1CCN(CCCNC(=O)C2CCN(S(=O)(=O)N3CCCCC3)CC2)CC1
→ 4	14	1	17	17	1	-0.1	0	-6
CCOC(=O)c1sc(C)c2c(=O)n(CCc3ccccc3)nnc12
→ 1	11	8	23	-4	0	-1.2	0	9
CCCCn1nc(C(=O)N2CCN(S(=O)(=O)c3ccccc3)CC2)c2ccccc2c1=O
→ 0	-12	6	23	10	-7	-0.3	0	-4
COc1ccc(NC(=O)Cn2nnc(-c3ccccc3NC(=O)c3cccs3)n2)cc1
→ -1	13	11	8	-2	-3	2.9	-2	0
COC(=O)[C@@H](Cc1ccccc1)NC(=O)CC[C@H]1O[C@@H](n2cc(C)c(=O)[nH]c2=O)C[C@@H]1O
→ -10	18	3	-17	-15	3	-0.2	1	8
COc1ccccc1NC(=O)C1CCC(CNc2c(N3CCCCC3)c(=O)c2=O)CC1 (stereo unspecified)
→ 4	4	9	9	-4	0	-2.1	-6	0
O=C(Nc1ccccc1C(=O)O)c1ccc(N2C(=O)C3CC=CCC3C2=O)cc1 (stereo unspecified)
→ 7	6	2	-5	8	-6	-0.4	-1	-2
O=C(COC(=O)c1cccc(-n2cnnn2)c1)c1ccc(F)cc1
→ 3	-8	4	11	21	-2	0.0	2	-1
CC[C@]12c3[nH]c4cc(CCC(=O)N(C)C)ccc4c3CCN1C(=O)[C@@H](CC(=O)NC/C=C(\C)CCC=C(C)C)C[C@@H]2C(=O)N1CCN(C(=O)c2ccco2)CC1
→ 2	-1	.	6	.	0	-0.3	-3	-11
O=C(CN1C(=O)C2CC=CCC2C1=O)Nc1ccccc1N1CCCC1 (stereo unspecified)
→ -13	0	2	-12	-2	3	1.5	1	-3
Cc1ccc(CNC(=O)Cn2ccc(NC(=O)OCc3ccccc3)nc2=O)o1
→ 3	3	15	2	10	1	0.0	3	-2
CCOC(=O)c1cc(NC(=O)Cc2ccc(S(=O)(=O)N3CCOCC3)s2)cc(C(=O)OCC)c1
→ 21	-3	12	-13	76*	-27	3.0	4	-12
Cc1ccc(C(=O)NS(=O)(=O)c2ccc(C)cc2)cc1
→ -7	15	0	-5	1	9	0.7	2	0
O=C1N[C@H]2CC=C[C@H]2Nc2ccccc21
→ -2	13	1	-10	-12	-4	6.2	0	0
O=C1CCC(=O)N1CN(C(=O)c1ccco1)c1ccccc1
→ -10	10	3	-3	2	7	0.4	0	3
CC(=O)NC(Cc1ccccc1)C(=O)NC(Cc1ccccc1)C(=O)O (stereo unspecified)
→ 4	5	0	1	-5	1	-1.9	-2	8
COc1ccc(N(C)C(=O)c2cnc(N3CCN(c4ncccn4)CC3)c3ccccc23)cc1
→ -2	27	7	11	0	2	-0.4	-2	14
O=C(Cn1nc(-c2ccccc2)ccc1=O)N1CCCCC1
→ 8	-12	-1	-13	-15	-3	0.0	-1	-4
Cc1cccc(C(=O)NCC(c2cccs2)N2CCOCC2)c1 (stereo unspecified)
→ 3	-5	1	5	-11	3	-0.8	-2	-3
Cc1ccsc1C(=O)OCC(=O)N1CCN(c2ccccc2)CC1
→ 25	13	3	8	-33	-3	-2.1	1	3
Cn1ccnc1Sc1ccc(C(N)=O)cc1[N+](=O)[O-]
→ 6	-1	0	-3	-16	-4	-1.4	0	-4
Cc1cc(NC(=O)COc2coc(CN3CCN(c4ccccc4)CC3)cc2=O)no1
→ 13	12	4	10	-29	-2	-1.5	-1	6
Cc1ccc(CN2CCN(Cc3ccc4ncccc4c3)CC2CCO)cc1 (stereo unspecified)
→ 1	-7	4	-6	3	7	-0.2	-3	0
O=C(CN1C(=O)CCC1=O)Nc1nc2c(F)cc(F)cc2s1
→ 6	3	2	11	-17	-17	-1.0	4	-9
NC(=O)c1c(NC(=O)CSc2nc3c(c(C(F)(F)F)n2)CCc2ccccc2-3)sc2c1CCCC2
→ 9	17	.	-15	.	-2	2.0	-2	22
CC(=O)OC1COC(N2CCc3cc(Br)c([N+](=O)[O-])cc32)C(OC(C)=O)C1OC(C)=O (stereo unspecified)
→ 3	2	6	21	16	-9	0.4	-2	-6
Cc1ccc(N2C(=O)CN(Cc3cccs3)C2=S)cc1C
→ 3	15	-1	5	-22	6	-0.6	-8	3
O=C(NCCCCNC(=O)c1cccnc1Cl)c1cccnc1Cl
→ -6	9	3	-10	-4	7	-0.4	-4	1
O=S(=O)(c1ccc(Br)s1)N1CCC2(CC1)OCCO2
→ -6	15	-1	-7	-7	4	-0.3	-8	-5
COCCNC(=O)CSc1nc2ccc(N3CCOCC3)cc2c(=O)n1CCc1ccccc1
→ 6	-1	8	-2	5	-5	-0.4	1	-11
O=c1[nH]c2ccc(N=Cc3c(O)ccc4cc(Br)ccc34)cc2[nH]1
→ 8	2	1	-34	-13	0	27	2	10
Cc1cc[n+](-c2[nH]c(=O)sc2/C=N/N=C(\[O-])CCn2c3ccccc3c3ccccc32)cc1
→ 10	14	-1	4	-18	1	0.1	-2	3
Cn1c(SCC(=O)NCc2ccco2)nnc1-c1ccc(S(=O)(=O)N2CCOCC2)cc1
→ -4	21	5	3	2	2	-0.2	2	-8
Cc1cc(N)nc2nc(C(F)(F)F)nn12
→ 1	-6	1	1	1	17	2.0	1	8
CNc1nc(C)c(C#N)cc1C(C)=O
→ 1	15	2	-7	-19	10	-0.4	-12	6
